Bioassay records as filed in PubChem BioAssay.
GPR55 beta-arrestin: GPR55 agonists via beta-arrestin recruitment, primary screen, imaging, U2OS cells, beta-arrestin-GFP redistribution (AID 1961); U2OS GPR55 beta-arrestin-GFP redistribution imaging; higher % means a stronger effect; activation, % at 10 µM, or EC50 in µM where a hit was titrated; 290,000 compounds, 0.048% hits; G-protein coupled receptor 55 (Homo sapiens);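 active means activation above 40% with more than 50 cells counted in the well; inconclusive means wells holding fewer than 50 cells, flagged as toxic or sparse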;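 further: U2OS osteosarcoma cells stably expressing GPR55 and beta-arrestin-GFP; plate controls were DMSO negative control for no effect and LPI positive control for full effect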
KOR beta-arrestin-1: KOR antagonists, beta-arrestin recruitment, cell-based, luminescence, uHTS (AID 1778) | Kappa-type opioid receptor (Homo sapiens) | KOR beta-arrestin recruitment, luminescence, antagonist mode; higher % means a stronger effect | inhibition, % at 10 µM, or IC50 in µM where a hit was titrated | 290,000 compounds, 0.091% hits; further: strong numbers were not always called active
M17LAP inhibition: P. falciparum M17LAP inhibitors, primary screen, biochemical, fluorogenic H-Leu-NHMec substrate, 1536-well (AID 1619); recombinant M17LAP, H-Leu-NHMec fluorogenic kinetic assay; higher % means a stronger effect; Leucine aminopeptidase (Plasmodium falciparum (isolate 3D7)); 220,000 compounds, 0.38% hits; one-dose inhibition, % at 30 µM; IC50 in µM for titrated hits;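 active means compound inhibiting the enzyme by more than half at any dose during confirmatory dose-response retesting; inconclusive means strong single-dose inhibitors picked by rank but not retested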;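 further: plate controls were full reaction with DMSO carrier for no effect and no enzyme background for full effect; strong numbers were not always called active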
AID2073: inhibitors of Mint1-CaV2.2 protein interaction, biochemical, HTRF (AID 2073); Voltage-dependent N-type calcium channel subunit alpha-1B (Homo sapiens); HTRF protein-protein interaction, Mint1-CaV2.2; higher % means a stronger effect; inhibition, % at 20 µM; hits with a dose series show IC50 in µM; 290,000 compounds, 0.19% hits; in the data active means inhibition mostly above about 51%, no sharp cut-off; inconclusive means no clear call, values can overlap the other calls; inactive means mostly below about 53%; further: some results filed as inactive read as strong as hits
M1AAP inhibition: P. falciparum M1AAP inhibitors, biochemical, fluorogenic H-Leu-NHMec substrate, 1536-well (AID 1445). Aminopeptidase N (Plasmodium falciparum (isolate 3D7)). recombinant M1AAP, H-Leu-NHMec fluorogenic kinetic assay; higher % means a stronger effect. inhibition, % at 30 µM; hits with a dose series show IC50 in µM. 220,000 compounds, 0.42% hits;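 active means primary inhibition above the hit cutoff, then over 50% inhibition at one or more dose response concentrations, cut at about 23% in these data, passing the limit was not always enough; inconclusive means conflicting primary data, or primary hits not chosen for dose response; inactive means low primary inhibition, or under 50% at every dose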;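 further: plate controls were DMSO full reaction for no effect and no enzyme background for full effect; strong numbers were not always called active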
NOD2 inhibition: NOD2 signaling inhibitors, cell-based, luminescence, uHTS, HEK293 (AID 1566); HEK293 NOD2/NF-kB luciferase reporter, luminescence; higher % means a stronger effect; inhibition, % at 4 µM, or EC50 in µM where a hit was titrated; 290,000 compounds, 0.63% hits; further: many of its hits are not listed in these tables
Dynein cargo inh: inhibitors of GR-EGFP nuclear translocation, primary screen, dynein cargo transport inhibitor project, imaging, high-content, 3617.4 mouse cells | 220,000 compounds, 0.47% hits | AID 1381, 2008 | test concentration mostly 20 µM; stimulated with dexamethasone, 1 µM; hits give low values | z-score, hits read low;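 active means plate z-score of nuclear minus cytoplasmic receptor signal below a set negative limit, without overly bright fluorescence or cell loss, cut at about -3.5 in these data, passing the limit was not always enough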;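 further: z-score of nuclear minus cytoplasmic ring GR-EGFP intensity difference per well; some compounds called inactive have numbers as strong as hits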
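Schedule: 48 h induction, then 1 h compound, then 30 min agonist, 37 °C. Buffer or medium: tetracycline-free induction medium containing charcoal-stripped FBS. Reagent: 1.0 µM final dexamethasone stimulus. Evaluation: nuclear versus cytoplasmic GR-EGFP signal, averaged per well. Signal: high-content fluorescence imaging after fixation.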
KOR beta-arrestin-2: KOR agonists, beta-arrestin recruitment, primary screen, cell-based, luminescence, uHTS (AID 1777). KOR beta-arrestin recruitment, luminescence; higher % means a stronger effect. 280,000 compounds, 0.02% hits. activation, % at 10 µM, or EC50 in µM where a hit was titrated; in the data active means activation above about 50%, passing the limit was not always enough; further: a part of the inactive calls stands beside numbers as strong as those of hits
NOD1 NF-kB reporter: NOD1 signaling inhibitors, primary screen, cell-based, luminescence, uHTS (AID 1578) | NOD1-driven NF-kB luciferase reporter cells, luminescence; higher % means a stronger effect | 290,000 compounds, 1% hits | inhibition, % at 4 µM, or EC50 in µM where a hit was titrated; in the data active means inhibition mostly above about 36%, no sharp cut-off; inactive means mostly below about 34%;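 further: HEK-293T reporter cells stimulated with the NOD1 agonist gamma-tri-DAP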
Dynein cargo inh cytoplasmic EGFP: recorded beside Dynein cargo inh, whose call it bears; z-score; measured here: cytoplasmic GR-EGFP intensity; hits give high values
Dynein cargo inh nuclear GR-EGFP: also measured in Dynein cargo inh; calls as there; z-score; measured here: nuclear GR-EGFP intensity;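 lower value marks the stronger effect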
Dynein cargo inh cell count: second read-out of Dynein cargo inh, no call of its own (marks repeat the call); z-score; measured here: cell count per field
Numbers without * were called inactive; ? = inconclusive; . = not tested or not shown; [ ] = dose if it differs, or a comment. Unless noted, no stated cut-off is given here; in the data, active means inhibition above about 50%; inactive means the rest. This is a subset; count on the stated rates, not on these rows.

SMILES | GPR55 beta-arrestin | KOR beta-arrestin-1 | M17LAP inhibition | AID2073 | M1AAP inhibition | NOD2 inhibition | Dynein cargo inh | Dynein cargo inh cytoplasmic EGFP | Dynein cargo inh nuclear GR-EGFP | Dynein cargo inh cell count | KOR beta-arrestin-2 | NOD1 NF-kB reporter
CCOC(=O)C1=C(CNCc2ccccc2Cl)NC(=O)NC1c1cccc([N+](=O)[O-])c1 (centres undefined) | 0.4% | -7% | -1% | 0% | -3% | 15% | 0.17 | -0.33 | 0.31 | 0.55 | -0.9% | -32%
CCCc1c(NC(=O)Nc2ccc(F)cc2)cnn1-c1ccc(Cl)cc1 | -0.1% | -1% | 2% | -10% | 1% | -32% | 0.017 | -0.22 | -0.045 | 0.95 | -1.3% | -13%
CN(C)CCNC(=O)/C(=C/c1ccc(-c2ccc(Cl)cc2)o1)NC(=O)c1ccccc1 | -0.2% | . | 32% | 6% | 21% | 10% | 4.6 | 0.33 | 2.1 | -2.2 | -0.2% | -19%
Cc1c(NC(=O)c2ccc(Br)s2)c(=O)n(-c2ccccc2)n1C | -0.1% | 16% | 1% | 3% | 2% | 18% | 0.5 | -0.33 | 0.97 | -0.52 | -4.2% | -29%
Cc1ccc2c(c1)N/C(=C(\C=C(/Cl)[N+](=O)[O-])[N+](=O)[O-])N2 | -0.2% | 4% | 15% | 48% | 11% | -21% | 0.74 | 0.026 | 0.33 | -0.99 | 0.9% | 1%
Cc1cc(Nc2ccc(C)c(F)c2)n2ncnc2n1 | -0.3% | -2% | -4% | -7% | 15% | 11% | -0.33 | -0.21 | -0.0089 | 0.31 | -0.4% | -2%
O=C1Cc2ccccc2C(=O)N1OCc1ccc(Cl)cc1Cl | -0.4% | -22% | 0% | 7% | 10% | 12% | 1.2 | -0.21 | 0.87 | -0.93 | 5.1% | -19%
Cc1ccc(CN(C(=O)c2sc3ccccc3c2Cl)C2CCS(=O)(=O)C2)cc1 (centres undefined) | -0.1% | 6% | 0% | -2% | -2% | 6% | -0.08 | -0.22 | -0.023 | 0.12 | -1.4% | -17%
N=c1c(C(=O)NCc2ccc(F)cc2)cc2c(=O)n3ccccc3nc2n1CCCN1CCOCC1 | -0.2% | -17% | -16% | 13% | 6% | -16% | 1.9 | -0.15 | 1.6 | -0.39 | -4.5% | -17%
O=[N+]([O-])c1cc([N+](=O)[O-])c(Oc2cccc(Cl)c2Cl)cc1NN1CCCCC1 | -0.1% | -53%[20 µM] | . | -1% | . | 14% | . | . | . | . | -3.3% | 11%
COc1cccc(CNC(=O)CCNS(=O)(=O)c2cccc3nsnc23)c1 | -0.4% | 23% | -2% | 9% | -5% | 10% | -0.86 | -0.37 | -0.77 | 0.6 | -1.6% | -14%
COCc1c(C(=O)N/N=C(\C)c2ccncc2)nnn1-c1nonc1N | -0.2% | 12% | . | 11% | . | 13% | . | . | . | . | -1.1% | 2%
Cc1ccc(OCc2nc3c4c(ncn3n2)-c2ccccc2CC42CCCC2)cc1 | 0.0% | 4% | -13% | 30% | 2% | 14% | 0.47 | -0.23 | 0.8 | -0.64 | -0.8% | 16%
Cn1c(=O)[nH]c(=O)c2c1nc(N1CCN(Cc3ccccc3)CC1)n2CCCc1ccccc1 | -0.3% | -19% | 0% | 13% | 4% | -33% | 0.33 | -0.088 | 0.7 | -1.2 | -5.2% | -37%
O=C(Nc1ccccc1C(=O)NCCN1CCOCC1)c1cccc([N+](=O)[O-])c1 | -0.1% | 12% | . | 8% | . | 19% | . | . | . | . | 7.8% | -6%
c1ccc(OCCCn2nnc(-c3ccncc3)n2)cc1 | 0.2% | -17% | 4% | 3% | 15% | 12% | -0.74 | -0.25 | -0.21 | 0.17 | 0.4% | -15%
CC(=O)Nc1ccc(S(=O)(=O)N2CCN(Cc3nc4sc(C)c(C)c4c(=O)[nH]3)CC2)cc1 | -0.1% | 30% | -7% | 5% | 4% | 1% | -0.25 | -0.093 | 0.12 | -0.17 | -0.8% | 2%
S=C(NCc1ccco1)Nc1ccc(Cl)cn1 | -0.2% | -1% | . | -24% | . | 12% | . | . | . | . | -1.2% | -11%
CCN(CC)S(=O)(=O)c1cc(C(=O)Nc2cc(C)on2)ccc1Cl | -0.2% | 1% | . | 17% | . | -1% | . | . | . | . | 2.3% | 11%
Nc1nc2ccc(Cl)cc2c2nc(-c3ccco3)nn12 | -0.5% | 2% | 2% | 31% | 0% | 1% | . | . | . | . | -2.7% | -5%
Cc1ccn(CCC(=O)N2CCCC(CCC(=O)NCc3ccc(F)c(F)c3)C2)n1 (centres undefined) | 0.0% | -4% | -3% | 6% | -3% | -3% | 1.2 | -0.014 | 0.83 | -1 | -1.1% | -47%
CCOc1ccc(N(CC(=O)NCc2ccccc2Cl)S(=O)(=O)c2c(C)[nH]c(=O)[nH]c2=O)cc1 | -0.1% | 39% | . | -1% | . | -5% | . | . | . | . | -1.4% | -28%
Cc1cccc(-n2nnnc2-c2cnccc2C(F)(F)F)c1C | -0.4% | -4% | -3% | -43% | 1% | 14% | -0.15 | -0.27 | -0.29 | 0.066 | . | -1%
NC(=O)Nn1c(CCC(=O)O)ccc1-c1ccc(Br)cc1 | 0.0% | 12% | 15% | 13% | 4% | 2% | -0.094 | -0.22 | -0.058 | -0.28 | -3.6% | -16%
Cn1nc(C(=O)NCCc2ccc(Cl)cc2)c2c1-c1ccccc1S(=O)(=O)C2 | -0.1% | -40% | . | 5% | . | 23% | . | . | . | . | -2.9% | 35%
COc1cccc(NC(=O)CSc2ccc(-c3ccco3)nn2)c1 | 0.3% | 20% | . | 4% | . | 32% | . | . | . | . | -2.7% | -15%
COc1cccc(C(=O)NCC(c2cccnc2)N2CCN(c3ccccc3OC)CC2)c1 (centres undefined) | 0.7% | 34%[20 µM] | 11% | -6% | 3% | 15% | -1.2 | -0.19 | -0.4 | 0.28 | 3.4% | -14%
CCOc1ccc(S(=O)(=O)NCc2ccc3c(c2)OCO3)cc1 | -0.1% | 13%[20 µM] | . | -2% | . | 13% | . | . | . | . | -3.5% | -2%
NC(=O)N/N=C/c1c(F)c(F)c(F)c(F)c1F | 0.2% | -51%[20 µM] | 2% | -11% | 10% | 6% | -0.68 | 0.13 | -0.16 | 0.17 | 5.0% | -28%
CCCS(=O)(=O)N1CCC(C(=O)NCc2ccc3c(c2)OCO3)CC1 | -0.6% | -10% | 5% | -1% | 13µM* | -7% | 0.48 | -0.27 | -0.11 | 0.78 | 0.8% | -20%
CC(C)(C)OC(=O)N1CCC(c2cc(=O)n3[nH]cc(C(=O)Nc4ccc(F)c(Cl)c4)c3n2)CC1 | -0.1% | 8% | -14% | 12% | -6% | 14% | 0.44 | -0.23 | 0.64 | 0.19 | -1.5% | 5%
O=c1oc2cc(OCCO)ccc2c2c1CCCC2 | -0.1% | 12% | . | 0% | . | -14% | . | . | . | . | 2.2% | -30%
Cc1c(CN(C)C(=O)c2sc3cc(Cl)ccc3c2Cl)cnn1C | -0.1% | 10% | 15% | -4% | 7% | 31% | -0.064 | -0.26 | -0.69 | -0.11 | -1.9% | 36%
COC(=O)CN1C(=O)NC2(CCCc3ccccc32)C1=O (centres undefined) | 0.0% | -13% | . | 10% | . | -22% | . | . | . | . | -0.5% | -8%
O=c1[nH]cnc(O)c1C(c1ccc(Br)cc1)c1c(O)nc[nH]c1=O | -0.2% | 8% | 13% | 5% | 4% | 12% | 0.91 | 0.027 | 0.46 | 0.29 | 4.8% | 0%
CC(=O)c1c(C)nc(-c2ccc(Cl)cc2)nc1NC(=O)C(C)C | -0.1% | -16% | 3% | -5% | 3% | -3% | -1.2 | -0.2 | -0.46 | 1.2 | -2.8% | -38%
COc1cc(-c2nnc(COC(=O)C3c4ccccc4Oc4ccccc43)o2)cc(OC)c1OC | -0.2% | 8% | 7% | 4% | 3% | 12% | 0.85 | -0.14 | 0.56 | -1 | -3.4% | 5%
Cc1cc(C(=O)COC(=O)Cc2n[nH]c(=O)c3ccccc23)c(C)n1-c1cccc(C(F)(F)F)c1 | -0.4% | -6% | 15% | 11% | 4% | 2% | 0.19 | -0.25 | 0.14 | 0.44 | -9.7% | 26%
CCOc1ccc2nc3sc(C(=O)N4CCN(C)CC4)c(N)c3cc2c1 | 0.2% | 8% | -25% | 5% | 22% | 2% | 0.38 | 0.28 | 0.25 | -0.099 | -3.8% | -25%
COc1ccc(S(=O)(=O)N2CCOCC2)cc1OC | -0.3% | 0% | 3% | ? | -7% | 20% | 1.1 | -0.29 | 0.23 | -0.48 | 1.7% | -16%
